CHO-K1 Ca ag = counter-screen for M1 agonists: effect in parental CHO-K1 cells. Fluo-8 calcium fluorescence; scaled to maximal ATP response, vehicle zero. activation, % at 3 µM. actives 0.48% (n = 360,000). AID 602248, 2012; in the data active means activation above about 15%;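 further: untransfected CHO-K1 host cells lacking M1 receptor as counterscreen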
CHO-K1 Ca antag = nonselective inhibitor or artifact in parental CHO-K1 cells; ATP-induced calcium, Fluo-8 fluorescence; inhibition, % at 3 µM; actives 0.6% (n = 360,000);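 active means inhibition above a per-plate cutoff, the plate's mean sample inhibition plus 3 SD, cut at about 24% in these data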;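 further: 0% = DMSO plus EC80 ATP and 100% = DMSO alone without ATP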
CHRM1 agonist = human M1 muscarinic receptor agonists, primary screen, Fluo-8 calcium fluorescence, CHO-K1 cells, HTS | Muscarinic acetylcholine receptor M1 (Homo sapiens), P11229 | CHO-K1 hM1, agonist mode; 0% DMSO, 100% acetylcholine EC100 | activation, % at 3 µM | actives 0.33% (n = 360,000) | AID 588814, 2011;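 active means activation above the run's mean compound activation plus 3 SD, cut at about 16% in these data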;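 further: peak over basal fluorescence ratio within a 140 s kinetic read after compound addition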
CHRM1 antagonist = human M1 muscarinic receptor antagonists, primary screen, CHO-K1 cells, Fluo-8 calcium fluorescence, 1536-well; actives 1.3% (n = 360,000); Muscarinic acetylcholine receptor M1 (Homo sapiens), P11229; AID 588852, 2011; inhibition, % at 3 µM; CHO-K1 hM1, ACh EC80 antagonist;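 active means percent inhibition above its own plate's cutoff, namely the mean of that plate's compound wells plus 3 SD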;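 further: peak over basal fluorescence ratio during 140 s after agonist addition; 0% = ACh EC80 plus DMSO and 100% = DMSO alone without agonist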
CHRM4 antagonist = human M4 muscarinic receptor antagonists, primary screen, CHO cells, Fluo-8 calcium fluorescence; AID 624125, 2012; inhibition, % at 3 µM; CHO-hM4 cells, ACh EC80; Muscarinic acetylcholine receptor M4 (Homo sapiens), P08173; actives 0.73% (n = 360,000);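 active means inhibition above its plate's cutoff, the mean inhibition of sample wells plus 3 SD, cut at about 27% in these data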;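 further: 0% = acetylcholine EC80 with DMSO and 100% = DMSO without agonist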
Target sequence (P08173 whole entry, looked up): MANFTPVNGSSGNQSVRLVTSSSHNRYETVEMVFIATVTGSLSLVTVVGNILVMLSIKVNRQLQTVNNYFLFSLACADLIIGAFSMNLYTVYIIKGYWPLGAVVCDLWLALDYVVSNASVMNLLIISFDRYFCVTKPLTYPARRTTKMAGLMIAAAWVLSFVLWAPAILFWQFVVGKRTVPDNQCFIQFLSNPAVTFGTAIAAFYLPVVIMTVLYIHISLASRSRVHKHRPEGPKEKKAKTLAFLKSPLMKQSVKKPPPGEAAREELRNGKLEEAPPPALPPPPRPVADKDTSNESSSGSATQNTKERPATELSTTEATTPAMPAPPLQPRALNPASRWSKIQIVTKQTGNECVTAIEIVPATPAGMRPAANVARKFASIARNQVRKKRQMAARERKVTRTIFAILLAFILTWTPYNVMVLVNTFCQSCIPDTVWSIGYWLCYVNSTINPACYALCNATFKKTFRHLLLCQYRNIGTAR
OXTR potentiate = human OXTR potentiators, primary screen, fluorescence, CHO-OTR cells, Fluo-8 calcium; Oxytocin receptor (Homo sapiens), P30559; Fluo-8 calcium fluorescence, potentiator mode; 0% = oxytocin EC15, 100% = EC100; activation, % at 3 µM; actives 0.061% (n = 320,000); AID 2445, 2010;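 active means activation above that plate's cutoff, the mean activation of tested compounds plus 3 SD, cut at about 6.6% in these data, passing the limit was not always enough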;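 further: 100% uses oxytocin at 75 nM as the full agonist control; some results filed as inactive read as strong as hits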
Target sequence (P30559 whole entry, looked up): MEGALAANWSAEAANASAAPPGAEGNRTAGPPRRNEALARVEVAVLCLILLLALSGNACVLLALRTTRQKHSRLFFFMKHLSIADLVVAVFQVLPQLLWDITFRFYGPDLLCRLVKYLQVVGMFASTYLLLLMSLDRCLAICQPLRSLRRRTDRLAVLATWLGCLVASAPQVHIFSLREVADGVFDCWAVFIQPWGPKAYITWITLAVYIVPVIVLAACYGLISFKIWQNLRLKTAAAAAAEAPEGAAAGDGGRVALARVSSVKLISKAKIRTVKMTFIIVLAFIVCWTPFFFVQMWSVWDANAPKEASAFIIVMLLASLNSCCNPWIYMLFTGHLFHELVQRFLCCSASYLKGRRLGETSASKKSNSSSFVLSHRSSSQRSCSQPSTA
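test system = CHO-OTR cells, human receptor | compound = single-point 3.0 µM | schedule = 6 min compound pre-incubation at room temperature, 100 s kinetic read | signal = Fluo-8 no-wash calcium dye fluorescence, excitation 470-495 nm, emission 515-575 nm | repeats = single well per compound, singlicate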
CHRM1 PAM = human M1 muscarinic receptor positive allosteric modulators, primary screen, CHO-K1 cells, Fluo-8 calcium fluorescence, 1536-well; CHO-K1 hM1, ACh EC20; 0% = ACh EC20, 100% = maximal ACh; activation, % at 3 µM; actives 0.088% (n = 360,000); in the data active means activation above about 19%, passing the limit was not always enough
CHRM4 agonist = human M4 muscarinic receptor agonists, primary screen, CHO-K1 cells, Fluo-8 calcium fluorescence. actives 0.14% (n = 360,000). Muscarinic acetylcholine receptor M4 (Homo sapiens), P08173. activation, % at 3 µM. CHO-K1 hM4/Gqi5; vehicle 0%, full acetylcholine response 100%. AID 624127, 2012;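 active means activation above the run mean over all test wells plus 3 SD, cut at about 32% in these data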;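 further: peak over basal fluorescence ratio per well then scaled between controls; 0% = DMSO wells and 100% = acetylcholine at EC100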
CHO parental Ca = ATP-evoked calcium signal inhibitors, parental CHO, primary screen, counter-screen for OX1R antagonist project, cell-based, fluorescence, Fluo-8 calcium dye; AID 463079, 2010; inhibition, % at 5.6 µM; actives 0.63% (n = 330,000); parental CHO-K1, ATP-induced calcium, Fluo-8 fluorescence;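 active means inhibition above that plate's mean sample inhibition plus 3 SD, cut at about 26% in these data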;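 further: 0% = ATP-challenged DMSO wells and 100% = DMSO wells without ATP; some compounds past the cut are filed as inactive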
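Measured by: calcium-sensitive Fluo-8 fluorescence / Test system: CHO parental line / Controls: ATP-challenged DMSO wells low, unchallenged DMSO wells high / Measure: % inhibition / Compound: single nominal dose of 5.6 µM per compound / Replicates: single well per compound, no replicates / Reagent: ATP as calcium-mobilizing challenge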
* marks the source's active call; other numbers are inactive results; . = not tested or not shown.

nr | canonical_smiles | CHO-K1 Ca ag | CHO-K1 Ca antag | CHRM1 agonist | CHRM1 antagonist | CHRM4 antagonist | OXTR potentiate | CHRM1 PAM | CHRM4 agonist | CHO parental Ca
1 | COc1ccc(CCNC(=O)C2CCN(S(=O)(=O)N3CCC4(CC3)OCCO4)CC2)cc1OC | 0.7 | -8.6 | -3.6 | 7.4 | -2.8 | 0.0 | -3.3 | 1.5 | -5.3
2 | CN(C)S(=O)(=O)Oc1ccc(C(=O)Nc2ccc([N+](=O)[O-])cc2)cc1 | 10.7 | 3.0 | -1.1 | 2.6 | 0.2 | -6.5 | -0.9 | 12.2 | 7.7
3 | CCOc1ccccc1CNC(=O)c1ccc2c(c1)N(CC)CCS2 | 0.0 | -2.5 | -8.0 | 12.1 | 4.1 | -2.9 | -4.6 | 2.6 | -7.9
4 | CN(C)N1C(=O)CC(N2CCCCC2)C1=O (stereo not drawn) | 0.6 | -15.4 | -4.4 | -11.5 | -0.7 | -1.0 | 21.5 | 1.6 | -0.4
5 | Clc1ccc(-c2nnc3sc(-c4ccc(Br)o4)nn23)c(Cl)c1 | 0.0 | -21.6 | -3.5 | -10.4 | 4.3 | -4.6 | 14.9 | 0.2 | -18.9
6 | O=C(NNC(=O)c1cccc(S(=O)(=O)N2CCCCC2)c1)c1ccccc1 | 0.8 | -12.9 | -2.2 | 3.2 | -4.3 | -3.7 | -1.1 | 2.3 | -6.8
7 | C/C(=N\NC(=O)Cn1nc(C)c(Br)c1C)c1cccs1 | -0.5 | 21.1 | -5.4 | 15.8 | 7.8 | -8.4 | -5.2 | -0.2 | -6.3
8 | Cc1ccc(N2C(=O)CC(Sc3ncn[nH]3)C2=O)cc1 (stereo not drawn) | 0.4 | -12.5 | -7.1 | -13.1 | -9.1 | -6.9 | 9.0 | -0.6 | -20.2
9 | Cn1ccsc1=NC(=O)c1ccccc1OC(F)F | 2.0 | -7.4 | -5.3 | 2.4 | -1.8 | -10.8 | -0.5 | 1.8 | 0.8
10 | C=CCn1cnc2scc(-c3ccc(C)c(C)c3)c2c1=O | 0.5 | 10.5 | -12.4 | 3.3 | -9.8 | -2.8 | -5.7 | 0.8 | -13.0
11 | C=CCN(C(=O)c1csnn1)C(C(=O)NC1CCCCC1)c1ccccc1F (stereo not drawn) | 0.6 | -19.0 | -6.1 | 0.4 | -27.6 | -4.8 | 0.8 | 3.4 | -19.9
12 | CN(c1cc(Cl)c2c(c1)OCO2)c1cc2c(c3c1ccn3C)C1CCC2C1 (stereo not drawn) | 0.2 | 26.6* | -6.2 | 3.6 | 0.7 | . | -3.0 | -1.6 | .
13 | O=C(O)c1ccc(COc2ccc(/C=N/NC(=O)c3cccs3)cc2)cc1 | 0.0 | 23.5 | 0.3 | 4.3 | 7.5 | -0.8 | -6.0 | 0.2 | 4.7
14 | Cc1cc(C)c2c(N)c(-c3nc4ccccc4[nH]3)sc2n1 | 0.6 | -7.4 | -5.9 | -2.3 | 1.5 | -6.0 | 7.9 | 0.6 | -23.9
15 | Cc1ccc(NC(=O)COC(=O)c2ccc3c(=O)n4c(nc3c2)CCC4)c(Br)c1 | 1.1 | -14.5 | -4.4 | 1.1 | 3.0 | -3.6 | 0.1 | -1.0 | -14.0
16 | COc1ccc(-n2c(=O)c3c4c(sc3n(CC(=O)Nc3cc(C)[nH]n3)c2=O)CCC4)c(OC)c1 | 11.8 | 4.0 | 1.3 | 2.3 | -1.0 | 4.6 | 4.6 | 1.3 | -5.1
17 | CC(C)N(Cc1ccccc1)C(=O)COC(=O)C1CCN(S(=O)(=O)c2ccc3c(c2)OCCO3)CC1 | 0.7 | -0.1 | -5.8 | -10.8 | -3.9 | 1.4 | 0.2 | 7.9 | -19.6
18 | CCOC(=O)c1cc(-c2nnc(-c3cc(OC)c(OC)c(OC)c3)o2)c(C)nc1C | 0.1 | 2.1 | -0.6 | -32.2 | 2.9 | -3.8 | 6.7 | 1.6 | -12.0
19 | O=C(NC(=S)NCc1ccc2c(c1)OCO2)c1ccccc1 | 0.1 | 1.5 | -3.1 | -0.1 | 9.7 | -5.5 | 3.3 | -1.4 | -0.3
20 | Cc1ccc(NC(=O)CN(C)C(=O)COC(=O)c2oc3ccccc3c2C)cc1 | 0.0 | -11.0 | -4.7 | -16.6 | 1.4 | -3.1 | 14.0 | 0.5 | -29.5
21 | c1ccc2[nH]c(CCCCc3nc4ccccc4[nH]3)nc2c1 | 1.3 | -6.8 | -6.2 | -8.9 | -7.7 | -6.8 | 12.5 | 2.5 | -22.6
22 | O=C(NNC(=O)c1cccnc1)Nc1ccc(Cl)c(Cl)c1 | 0.0 | -11.0 | -3.1 | -12.6 | -4.1 | -10.5 | -0.4 | 0.7 | -2.3
23 | Cc1cccc(NC(=S)N2CCN(C(=O)c3ccco3)CC2)c1C | 0.3 | -8.4 | 2.3 | -9.3 | -3.4 | -5.2 | 6.1 | 1.1 | -15.5
24 | COc1ccc(NC(=O)C2CCCN(S(=O)(=O)c3c(C)n[nH]c3C)C2)c(OC)c1 (stereo not drawn) | 0.5 | 2.3 | -4.6 | -6.7 | -2.2 | -11.1 | 2.1 | 0.5 | -9.3
25 | CCOC(=O)CCNC(=O)N1CCCC(N(C)CCc2ccc(OC)c(OC)c2)C1 (stereo not drawn) | 0.6 | -3.8 | -8.5 | -16.9 | -4.7 | -1.4 | 14.7 | 0.9 | 0.2
26 | CC1CCCC2(C1)NC(=S)c1c(sc3c1CCCC3)N2 (stereo not drawn) | 0.7 | -8.2 | -2.5 | -12.4 | -2.2 | -18.8 | 5.1 | 1.4 | -7.7
27 | Fc1ccccc1N1CCN(C(c2cccs2)c2nnnn2CCc2ccccc2)CC1 (stereo not drawn) | 0.2 | -1.4 | -2.2 | 1.7 | 4.0 | -5.1 | -3.4 | -0.8 | 7.7
28 | CC1=C(C)CC(C(=O)N2CCN(C/C=C/c3ccccc3)CC2)C(C(=O)O)C1 (stereo not drawn) | 0.9 | 0.3 | -5.0 | 7.8 | 6.0 | 0.7 | -5.1 | 1.2 | -20.8
29 | CCOC(=O)c1ccc(NC(=O)CN2C(=O)C(CC)SC(CC)C2=O)cc1 (stereo not drawn) | 3.5 | -5.2 | -7.7 | -6.2 | -1.9 | -5.0 | 4.0 | 3.5 | -2.6
30 | OC1(Cc2ccccc2)CCNCC1 | 1.0 | -6.7 | -3.7 | -4.6 | -4.4 | -5.1 | 2.4 | 0.1 | -1.8

nr | canonical_smiles | CHO-K1 Ca ag | CHO-K1 Ca antag | CHRM1 agonist | CHRM1 antagonist | CHRM4 antagonist | OXTR potentiate | CHRM1 PAM | CHRM4 agonist | CHO parental Ca
31 | CC(C)CC(=O)N1CCC(O)(CS(=O)(=O)Cc2ccc(Cl)cc2)CC1 | 0.1 | 6.0 | -2.3 | -16.6 | 1.6 | -5.2 | 14.9 | 1.5 | -12.0
32 | COC(=O)c1c(NC(=O)CCN2CCOCC2)sc2c1CCCC2 | 0.0 | -0.1 | -6.8 | -4.1 | 1.2 | 0.8 | 4.9 | 1.1 | -14.1
33 | CSc1n[nH]c(/N=C/c2oc(O)c3ccccc23)n1 | 0.5 | -2.1 | -6.0 | -1.7 | -11.4 | 1.4 | 4.8 | 1.9 | 0.4
34 | CC1CCN(C(=O)C2CCN(S(=O)(=O)c3cccc4cccnc34)CC2)CC1 | 3.2 | -6.4 | 0.2 | -0.3 | 2.2 | -2.7 | -1.8 | 4.3 | -11.0
35 | O=C(NCc1ccncc1)c1cccc(F)c1 | 0.0 | -37.0 | -3.0 | -9.7 | -20.9 | -6.0 | 6.4 | 1.1 | 6.9
36 | CC(C)(C)n1cc(S(=O)(=O)c2ccccc2)[nH]c1=O | -0.1 | -13.3 | -14.2 | -8.8 | -11.5 | 0.9 | 7.1 | 0.3 | -6.2
37 | Cc1ccc2c(c1)N(C(=O)CCC(=O)N1CCC(C(N)=O)CC1)CC(C)O2 (stereo not drawn) | -0.1 | -12.4 | 2.1 | -20.8 | -7.0 | -1.1 | 22.0 | -0.2 | -11.9
38 | O=C(O)c1ccc(S(=O)(=O)NC2CCCc3ccccc32)cc1 (stereo not drawn) | -0.1 | -10.5 | 0.3 | -5.5 | -2.2 | -14.8 | 4.0 | 0.3 | -9.8
39 | CN(C(=O)CN1C(=O)S/C(=C\c2ccc(Cl)cc2)C1=O)C1CCS(=O)(=O)C1 (stereo not drawn) | 1.5 | -7.5 | -4.0 | -2.7 | -20.6 | -2.5 | 5.9 | 2.5 | -9.1
40 | O=C(NC1CC1)c1cccc(NC(=O)C2CCN(S(=O)(=O)c3ccccc3C(F)(F)F)CC2)c1 | 1.2 | 2.9 | -1.6 | 6.0 | -4.7 | . | 2.6 | 2.8 | .
41 | Cc1nc(-c2ccc(NC(=O)C3CC3)cc2)cs1 | 0.9 | -15.2 | -4.0 | -11.9 | -9.7 | 0.2 | 9.6 | 2.0 | 0.2
42 | COc1ccc(CCNc2oc(COc3ccc(Br)cc3)nc2C#N)cc1OC | 3.7 | 20.5 | -4.3 | 35.9* | 11.7 | -8.1 | -23.9 | 22.1 | 25.4
43 | O=C(NN=Cc1ccccc1O)c1cccc([N+](=O)[O-])c1 | 0.0 | -8.1 | -1.5 | -3.6 | 0.7 | . | 0.0 | 1.4 | .
44 | COC(=O)c1ccc2c(=O)n(CCCCCC(=O)N3CCN(c4ccccc4)CC3)c(=O)[nH]c2c1 | 2.9 | -5.1 | 1.3 | 10.5 | 11.5 | -19.4 | 0.0 | 11.7 | -4.2
45 | COC(=O)C(C)n1nnc2sc(-c3ccccc3)cc2c1=O (stereo not drawn) | 3.7 | -13.8 | -2.9 | -6.8 | -5.0 | -17.2 | 5.2 | 5.3 | -6.4
46 | Cc1cccc(NC(=O)CNC(=O)[C@H]2O[C@@H](n3ccc(N)nc3=O)[C@H](O)[C@@H]2O)c1C | 0.8 | -19.6 | -3.4 | -9.8 | 0.8 | . | -0.5 | 0.1 | .
47 | COc1ccc(NC(=O)CSc2nc3ccccc3c(=O)[nH]2)cc1S(N)(=O)=O | -1.0 | 1.9 | -2.4 | 12.6 | -8.2 | 2.5 | -4.0 | -0.5 | 2.4
48 | O=C(O)c1cccc(Nc2nc(C(F)(F)F)nc3ccccc23)c1 | 0.7 | 10.6 | -3.2 | 5.7 | 3.3 | 5.7 | -1.2 | 0.3 | -10.4
49 | Cc1cccc(N)c1-c1c(C)cccc1N | 0.2 | -10.8 | -4.3 | -12.1 | -27.2 | 3.3 | 10.2 | 0.8 | -1.5

Assay outcomes deposited in PubChem by The Scripps Research Institute Molecular Screening Center.
